MT1-MMP act inh: blockers of MT1-MMP proenzyme processing, primary screen, HT1080 RFP-PRO-GFP cells, GFP/RFP fluorescence; GFP/RFP ratio fluorescence, overnight; percent of plate control window, DMSO zero; Matrix metalloproteinase-14 (Homo sapiens), P50281; GFP/RFP ratio change, % at 20 µM; 360,000 compounds, 0.061% hits;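 active means GFP/RFP ratio change of at least 30% with cell ATP level not reduced by more than half and red fluorescence within 50% of control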; further: strong numbers were not always called active
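Test system: HT1080 RFP-PRO-GFP cells; Benchmarks: DMSO and RFP-L50D-GFP cell wells; Timing: cells overnight before dosing, compound overnight, 37 °C, 5% CO2; Compound: one 20 µM compound dose with 1% DMSO; Read-out: GFP/RFP fluorescence ratio.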
FAS-TE inh: FAS thioesterase domain inhibitors, primary screen, biochemical, fluorescence intensity, uHTS | Fatty acid synthase (Homo sapiens), P49327 | recombinant FAS-TE, OMFH fluorogenic substrate, fluorescence endpoint | inhibition, % at 15 µM | 360,000 compounds, 0.67% hits;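 active means compounds whose normalised, plate-corrected inhibition of enzyme fluorescence in the single-dose primary screen is 50% or more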;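 further: 0% = DMSO with enzyme and 100% = substrate without enzyme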
SKN-1 inh: suppressors of acrylamide-induced Pgst-4::GFP reporter in worms, primary screen, SKN-1 inhibitor project, whole organism, uHTS, GFP/RFP fluorescence ratio, strain VP596; C. elegans VP596 Pgst-4::GFP/RFP ratio, 24 h; inhibition, % at 21.8 µM; 360,000 compounds, 0.49% hits; AID 624304, 2012;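 active means interference check ratio from 0.5 to 1.5 plus GFP to RFP signal ratio inhibition reaching or exceeding a fixed threshold, cut at about 30% in these data, passing the limit was not always enough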; further: some compounds called inactive have numbers as strong as hits
Neddylation inh: inhibitors of cullin neddylation, primary screen, biochemical, TR-FRET, uHTS, NAE and Ubc12 | NEDD8-conjugating enzyme Ubc12 (Homo sapiens) + NEDD8-activating enzyme E1 regulatory … | calls only at 25 µM | 360,000 compounds, 0.58% hits | AID 651699, 2012; in the data active means inhibition above about 36%
Target sequence (P61081 whole entry, looked up): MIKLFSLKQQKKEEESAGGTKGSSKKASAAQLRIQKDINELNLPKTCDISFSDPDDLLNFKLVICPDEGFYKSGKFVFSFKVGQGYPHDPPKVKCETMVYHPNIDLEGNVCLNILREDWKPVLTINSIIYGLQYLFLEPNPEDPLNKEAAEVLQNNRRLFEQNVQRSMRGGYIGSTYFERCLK
Target sequence (Q13564 whole entry, looked up): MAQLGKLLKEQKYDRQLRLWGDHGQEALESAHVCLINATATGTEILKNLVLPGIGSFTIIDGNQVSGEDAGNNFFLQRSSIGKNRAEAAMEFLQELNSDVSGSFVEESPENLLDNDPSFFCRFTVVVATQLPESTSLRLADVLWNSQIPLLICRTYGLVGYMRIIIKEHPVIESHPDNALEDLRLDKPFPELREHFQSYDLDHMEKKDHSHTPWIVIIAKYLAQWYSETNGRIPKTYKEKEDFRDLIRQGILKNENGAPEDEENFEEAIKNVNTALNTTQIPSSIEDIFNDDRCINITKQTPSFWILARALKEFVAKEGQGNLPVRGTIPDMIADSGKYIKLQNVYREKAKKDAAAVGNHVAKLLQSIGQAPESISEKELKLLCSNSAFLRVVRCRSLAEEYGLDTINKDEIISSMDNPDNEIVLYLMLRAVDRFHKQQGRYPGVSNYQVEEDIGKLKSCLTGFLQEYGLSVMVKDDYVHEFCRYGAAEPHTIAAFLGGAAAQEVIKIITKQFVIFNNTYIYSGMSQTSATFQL
PABP1 MLLE inh: inhibitors of PABP1 MLLE–PAM2 peptide binding, primary screen, biochemical, fluorescence polarization, FITC-PAM2, GST-MLLE | 360,000 compounds, 0.36% hits | Polyadenylate-binding protein 1 (Homo sapiens), P11940 | inhibition, % at 20 µM; in the data active means inhibition above about 35%, passing the limit was not always enough;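 further: plate controls were DMSO wells with GST-MLLE for no effect and wells lacking GST-MLLE protein for full effect; some results filed as inactive read as strong as hits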
Rin1 Abl inh: inhibitors of Rin1-Abl protein binding, primary screen, biochemical, TR-FRET. Tyrosine-protein kinase ABL1 (Homo sapiens) + Ras and Rab interactor 1 (Homo sapiens), …. inhibition, % at 7.35 µM. 360,000 compounds, 0.4% hits; in the data active means inhibition above about 5%, passing the limit was not always enough
CSN deneddyl inh: inhibitors of CSN-mediated cullin deneddylation, primary screen, biochemical, fluorescence polarization, uHTS; COP9 signalosome complex subunit 5 (Homo sapiens), Q92905; Purified CSN, SCF-Nedd8-OG deneddylation; inhibition, % at 12.5 µM; 360,000 compounds, 0.38% hits;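 active means pattern-corrected inhibition above about 35%, with an unprinted fluorescence ratio check between 0.5 and 1.5, limit read from the data, passing the limit was not always enough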;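 further: 0% = enzyme with substrate and 100% = substrate without enzyme; some results filed as inactive read as strong as hits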
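Assay system: purified human Csn5 enzyme expressed in HEK293T cells; Input: 0.24 nM Csn5 enzyme, final concentration; Reagent: 10 nM SCFSkp2-Nedd8OG; Compound dosing: 12.5 µM single point; Times: reaction 90 min, room temperature; Technique: fluorescence polarization readout.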
NadD block: inhibitors of S. aureus NadD, primary screen, biochemical, colorimetric, uHTS; 360,000 compounds, 0.78% hits; inhibition, % at 20 µM; AID 602399, 2012; Nicotinate-nucleotide adenylyltransferase NadD (Staphylococcus aureus N315); purified NadD enzyme, colorimetric absorbance read-out; in the data active means inhibition above about 26%; further: some compounds past the cut are filed as inactive
Rpn11 inh: Rpn11 (PSMD14) deubiquitinase inhibitors, primary screen, biochemical, fluorescence polarization, uHTS. 26S proteasome non-ATPase regulatory subunit 14 (Homo sapiens), O00487. 360,000 compounds, 0.59% hits. human 26S proteasome, Ub4-pepOG fluorescence polarization; 20S core pre-blocked with epoxomicin. calls only at 20 µM;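 active means inhibition at 20 µM, scaled to each plate's controls, above about 33%, limit read from the data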
Target sequence (O00487 whole entry, looked up): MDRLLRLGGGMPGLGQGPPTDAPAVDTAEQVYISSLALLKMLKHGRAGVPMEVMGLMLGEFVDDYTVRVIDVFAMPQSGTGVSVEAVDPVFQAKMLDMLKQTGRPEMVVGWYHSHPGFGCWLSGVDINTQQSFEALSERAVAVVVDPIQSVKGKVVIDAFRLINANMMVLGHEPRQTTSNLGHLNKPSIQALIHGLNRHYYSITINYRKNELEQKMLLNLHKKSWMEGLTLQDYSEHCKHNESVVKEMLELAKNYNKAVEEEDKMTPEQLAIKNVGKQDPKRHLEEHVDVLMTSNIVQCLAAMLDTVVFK
An asterisk follows results filed as active; i = inactive; nt = not tested or not shown; + = active, no number. No enrichment for hits; any-hit rate near 3.9%.

Compound	MT1-MMP act inh	FAS-TE inh	SKN-1 inh	Neddylation inh	PABP1 MLLE inh	Rin1 Abl inh	CSN deneddyl inh	NadD block	Rpn11 inh
C=CCN1CCN(c2ccncc2S(=O)(=O)N2CCOCC2)CC1	11	-3	-13	i	-3	2	-1	-1	i
CCCCN1C(=O)C2(OCCCO2)c2cccc(C)c21	-4	1	25	i	-10	0	-3	-6	i
O=C1CN(C(=O)c2cccc(S(=O)(=O)N3CCCC3)c2)c2ccccc2N1	-2	-6	-11	i	7	1	3	-4	i
Cc1ccc(C)c(N2CCN(C(=O)c3cc4ccccn4n3)CC2)c1	-10	1	-34	i	118	1	-41	4	i
O=C(Cc1ccc(-n2c(=O)c3ccccc3n(Cc3ccc(F)cc3)c2=O)cc1)NCC1CCCO1 (stereo unspecified)	0	-4	2	i	-4	-3	3	6	i
COc1ccc(CCNC(=O)c2ccc(N3CCCC3=O)cc2)cc1OC	18	-4	-3	i	10	3	-2	-2	i
Cc1sc2ncn(CC(=O)NCCN(C)C)c(=O)c2c1S(=O)(=O)N1CCC(C)CC1	4	-6	2	i	-2	-2	2	4	i
CN(C)C(=O)c1ccc2c(c1)n(C)c(=O)n2C	6	-8	5	i	4	2	-4	-1	i
O=C(Nc1ccc(NS(=O)(=O)c2ccccc2)cc1)c1ccc(Cl)cc1	0	0	2	i	-7	0	3	0	i
O=C(CCC(=O)Nc1cccc(Cl)c1)N/N=C/c1cc([N+](=O)[O-])ccc1O	-1	65*	5	i	7	1	-9	5	i
O=C1Nc2cc(C(=O)NCC3CCCO3)ccc2S/C1=C/c1ccccc1F (stereo unspecified)	-1	-8	6	i	7	-7	1	-8	i
CCNC(=O)COc1ccc(/C=N/NC(=O)c2cccnc2)cc1OC	0	-5	4	i	-12	0	9	-2	i
CC1CCC(C(C)C)C(OCC[N+](C)(C)C)C1 (stereo unspecified)	-3	-11	-5	i	-100	-1	-1	11	i
COC(=O)c1ccc(NS(=O)(=O)c2c(C)nc3sccn3c2=O)cc1	5	-2	-12	i	15	1	4	0	i
CCn1c(CNC(=O)c2cccc(C)c2)nnc1SCC(=O)NC1=NCCS1	-2	0	-12	i	-3	0	0	-4	i
CCn1cc(CN2CCc3c([nH]c4ccccc34)C2c2cccc(OC)c2OC)c(C)n1 (stereo unspecified)	-2	-2	4	i	6	0	-1	-2	i
COc1ccc(CCNC(=O)CCS(=O)(=O)c2ccc3c(c2)NC(=O)CS3)cc1OC	-15	-6	6	i	-9	-2	8	-4	i
O=C(C1CCCN(S(=O)(=O)c2cccs2)C1)N1CCc2ccccc2C1 (stereo unspecified)	0	11	-7	i	-1	1	1	2	i
CCOC(=O)Cn1c(=O)oc2cc(S(=O)(=O)NC(C)c3ccccc3)ccc21 (stereo unspecified)	0	-5	0	i	1	1	0	-6	i
N#Cc1ccc(-c2ccc(Cl)cc2)nc1SCC(=O)c1cccc(Cl)c1	-65	13	-11	i	-12	-2	2	-5	i
CCOC(=O)C1=C(CSc2nc3ccccc3s2)NC(=O)NC1c1cc(C)ccc1C (stereo unspecified)	-11	24	4	i	9	2	2	19	i
CC(C)n1cc(/C=N\NC(=O)c2cc3c(ccc4ccccc43)o2)c2ccccc21	0	28	-16	nt	-5	2	2	33*	i
O=C(Nc1ccc(F)cc1)N(Cc1cccs1)Cc1cc2cc3c(cc2[nH]c1=O)OCO3	-3	55*	8	i	-1	0	-5	23	i
CCCCNC(=O)C(NC(=O)c1cccnc1OC)C(=O)c1ccccc1 (stereo unspecified)	-2	nt	-8	i	nt	nt	1	nt	nt

Quoted from the listing:
Under MT1-MMP act inh, CCn1c(CNC(=O)c2cccc(C)c2)nnc1SCC(=O)NC1=NCCS1 is entered as -2
Under Rin1 Abl inh, CC1CCC(C(C)C)C(OCC[N+](C)(C)C)C1 (stereo unspecified) is entered as -1

The results go on:
Compound	MT1-MMP act inh	FAS-TE inh	SKN-1 inh	Neddylation inh	PABP1 MLLE inh	Rin1 Abl inh	CSN deneddyl inh	NadD block	Rpn11 inh
COCOc1cccc(CN2CCC2(C)C(=O)NCCNC(C)=O)c1 (stereo unspecified)	-3	-8	-6	i	-8	-4	0	-1	i
COc1ccc(Nc2nc(Cl)nc(NCc3ccco3)n2)cc1	3	-3	-13	i	13	-6	5	0	i
CCC(C)(C)NC(=O)C1CCC(CNS(=O)(=O)c2cccc3nsnc23)CC1 (stereo unspecified)	1	-4	8	i	-2	-1	2	-7	i
CCOC(=O)Nc1ccc(C)cc1NC(=O)OCC	-3	-8	17	i	-4	-3	1	3	i
CCOC(=O)c1c(C)oc2ccc(OCC(=O)N(CC)CC)cc12	-1	-12	-2	i	-9	0	-3	-5	i
CCC(=O)/C=C1\Sc2ccc(OC)cc2N1CCO	7	-5	-6	i	35	2	7	2	i
COc1ccc(C(CC(=O)O)NC(=O)COc2ccccc2)cc1OC (stereo unspecified)	0	-7	2	i	-6	-2	-3	0	i
CCCOC1CCCN(Cc2nc(-c3ccc(C(=O)OC)cc3)no2)C1 (stereo unspecified)	7	2	-17	i	-8	5	-5	-4	i
COc1ccc(NC(=O)Nc2cccc3c2O[C@H](CN(C)S(=O)(=O)c2cn(C)cn2)[C@@H](C)CN([C@H](C)CO)C3=O)cc1	2	-3	6	i	5	2	0	1	i
O=C(O)c1ccc(N=Cc2c(O)ccc3oc4c(c23)CCCC4)cc1	-13	4	11	i	2	-6	0	-2	i
O=C(O)CCc1ccc(-c2ccccc2)n1-c1cccc(C(=O)O)c1	0	-6	5	i	4	0	-3	-2	i
COc1ccc(-c2cc(C(=O)N3CCN(S(=O)(=O)c4ccccc4)CC3)[nH]n2)cc1	-4	3	-3	i	-7	-5	-1	2	i
Cc1ccc(C)c(NC(=O)c2ccc(S(=O)(=O)N(C)CC3CCCO3)cc2)c1 (stereo unspecified)	3	-3	-1	i	7	-3	1	-8	i
CCn1cc(C(=O)Nc2ccc(Cl)cc2Cl)cn1	2	-1	16	i	13	0	-1	1	i
CS(=O)(=O)N(Cc1ccc(Cl)cc1)c1ccc(C(=O)NCCC2=CCCCC2)cc1	2	3	0	i	5	0	-4	-7	i
COc1cccc(C(=O)Oc2cc3c4c(c2)C(C)=CC(C)(C)N4C(=O)C3=O)c1	-17	12	-1	i	8	2	-2	9	i
C#CCN1C(=O)S/C(=C\c2ccc(-c3ccc(Cl)c(C(=O)O)c3)o2)C1=O	-6	12	-24	i	2	-1	3	1	i
C/C(=N\N=C(c1ccccc1)c1ccccc1)c1cccs1	-6	21	23	i	-8	2	4	0	i
CCCCNC(=O)C1(C)CCC(=O)N1CC(F)(F)F (stereo unspecified)	3	-10	3	i	12	-1	-8	-7	i
c1ccc(-c2nnc(CSc3nnc(-c4ccncc4)n3Cc3ccco3)o2)cc1	3	-4	-17	i	9	-2	0	-3	i
O=C(N/N=C/c1ccccn1)c1ccc(NC(=O)c2cccc([N+](=O)[O-])c2)cc1	3	2	3	i	1	6	4	19	i
Cc1sc2nc(SCC(=O)N3CCOCC3)[nH]c(=O)c2c1-c1ccccc1	0	-8	26	i	-20	2	6	4	i
CCC1CCCN1Cn1cnc2c([nH]c3ccccc32)c1=O (stereo unspecified)	2	-10	-14	+	9	-1	-8	-4	i
O=C(O)C(F)=C(c1ccccc1)c1ccccc1	3	-4	5	i	-4	-2	0	-2	i
C/C(=N/Nc1nc(C)cc(C)n1)c1ccc(Br)cc1	3	1	-19	i	-1	0	3	4	i
Cc1ccc(C(=O)CN2C(=O)NC3(CCOc4ccccc43)C2=O)s1 (stereo unspecified)	-8	0	-4	i	-15	-5	1	4	i
O=C(CCn1c(=O)oc2ccccc21)NCc1cccs1	0	-7	4	i	-4	-1	4	5	i
C/C(N)=C(/C#N)C(=O)COC(=O)c1cccc2ccccc12	0	8	6	i	8	3	1	-3	i
Cc1ccc(NC(=O)c2c(NC(=O)CCC(=O)O)sc3c2CCCCC3)cc1	-12	0	10	i	-43	-4	11	29	+
CCOC(=O)c1ccccc1NC(=O)COC(=O)CN1C(=O)C2CC=CCC2C1=O (stereo unspecified)	-1	2	16	i	-5	1	1	-5	i
O=C1Nc2ccccc2-n2nnnc2C1N1CCN(C(=O)C2CCCO2)CC1 (stereo unspecified)	2	nt	-8	i	nt	nt	6	nt	nt
COc1ccc(CC(=O)NCCC(C)C)cc1S(=O)(=O)N1CCOCC1	-1	-3	-22	i	-15	-2	-3	-4	i
COc1ccc(NC(=O)COC(=O)CCC2CCCC2)c(OC)c1	1	11	-1	i	8	3	-1	-1	i
Cc1noc(C)c1CSc1ncnc2ccccc12	-1	-9	-25	i	12	2	5	-3	i
CC(=O)c1cccc(S(=O)(=O)N2CCN(CCOc3ccccc3)CC2)c1	1	3	5	i	44*	1	-2	-5	i
CC1(C(=O)Nc2ccc(Cl)c(Cl)c2)CCN1Cc1ccccc1OC(F)F (stereo unspecified)	3	18	-4	i	-14	-1	1	1	i
CN(CC(=O)NC1CCCCC1)S(=O)(=O)c1ccc(Br)s1	12	-6	13	i	-4	1	2	-4	i
COC(=O)c1ccc(OC)c(Cn2c(=O)n(C)c(=O)c3sccc32)c1	4	2	-7	i	3	-2	-3	8	i
O=C(CSc1nc(=O)n(CCCN2CCOCC2)c2c1CCC2)Nc1cccc(F)c1	4	-5	11	i	17	0	-1	0	i
CCCc1nc2oc3c(OCC)ncnc3c2c2c1COC(C)(C)C2	9	8	-4	i	-4	0	6	-4	i
O=C(CNc1ccc2ccccc2c1)NNC1=NCCC1	4	-10	-6	i	-30	4	-2	0	i
CCC(C(=O)NC1CCCC1)N(Cc1ccc2c(c1)OCO2)C(=O)c1snc(C(N)=O)c1N (stereo unspecified)	1	2	9	i	-16	-1	-3	-7	i
Cc1ccc(NC(=O)CSc2nnc(CSc3nc(C)cc(C)n3)n2Cc2ccco2)c(C)c1	-3	3	1	i	-47	0	0	3	i

NadD block, hit marks shown above.
Compound,MT1-MMP act inh,SKN-1 inh,Neddylation inh,PABP1 MLLE inh,Rin1 Abl inh,CSN deneddyl inh,NadD block,Rpn11 inh
CC(C)n1cc(/C=N\NC(=O)c2cc3c(ccc4ccccc43)o2)c2ccccc21,0,-16,nt,-5,2,2,33*,i

Screening results from PubChem.
